Screening data as filed in PubChem.
Efflux pump mplx: antifungal efflux pump inhibition, Nile Red retention; S. cerevisiae Candida pump triplex; inhibition, % at 10 µM; 330,000 tested, 0.44% active; AID 485275;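 active means plate passing quality check with inhibition over a set limit, or well fluorescence over plate mean plus 4 SD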;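 further: Nile Red retained in pooled yeast measured as flow cytometry median fluorescence; 0% = buffer negative control and 100% = Enniatin B positive control; higher means more Nile Red kept so more efflux inhibition; some compounds called inactive have numbers as strong as hits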
TPT1 inhibitor: blocks Candida albicans tRNA 2'-phosphotransferase; recombinant caTPT1, FP RNA substrate dephosphorylation; inhibition, % at 5 µM; 300,000 tested, 0.81% active; AID 1962;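 active means inhibition above the mean of all tested compounds plus 3 SD, set per screening campaign, cut at about 24% in these data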;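 further: plate controls were DMSO alone for no effect and ferristatin control at 100 nM for full effect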
EBNA-1 inh: blocks EBNA-1 binding to DNA; EBNA-1 DNA binding, fluorescence polarization; AID 1950; 300,000 tested, 0.34% active; inhibition, % at 14.8 µM; in the data active means inhibition above about 28%
PREPL inhibitor: inhibits the human prolyl oligopeptidase-like enzyme; Q4J6C6; recombinant PREPL, fluorescence polarization activity-based probe; inhibition, % at 5.96 µM; 320,000 tested, 0.68% active; AID 2751; in the data active means inhibition above about 43%;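 further: 0% = enzyme with DMSO and 100% = wells lacking enzyme; many of its hits are not listed in these tables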
PP1 inh: PP1-alpha (human) inhibition in PP5 counter-screen | P62136 | purified PP1alpha, OMFP fluorescence | inhibition, % at 6.7 µM | 320,000 tested, 0.9% active;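 active means inhibition above the mean inhibition of all tested compounds plus 3 SD, computed separately for each screening campaign, cut at about 15% in these data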
Target sequence (P62136 whole entry, looked up): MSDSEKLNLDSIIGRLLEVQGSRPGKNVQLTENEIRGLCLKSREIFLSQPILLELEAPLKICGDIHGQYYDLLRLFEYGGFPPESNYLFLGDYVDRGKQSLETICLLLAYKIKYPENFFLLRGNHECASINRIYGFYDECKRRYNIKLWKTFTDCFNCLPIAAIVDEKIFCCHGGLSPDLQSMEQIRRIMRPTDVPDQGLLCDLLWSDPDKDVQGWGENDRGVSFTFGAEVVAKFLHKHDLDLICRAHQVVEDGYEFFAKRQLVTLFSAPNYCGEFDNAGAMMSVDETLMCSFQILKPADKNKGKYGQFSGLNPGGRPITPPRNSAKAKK
ZTA counter: blocks Epstein-Barr virus ZTA, an EBNA-1 counter-screen. inhibition, % at 11 µM. 320,000 tested, 0.15% active. P03206. ZTA-DNA binding, fluorescence polarization. AID 2234; in the data active means inhibition above about 33%
Target sequence (P03206 whole entry, looked up): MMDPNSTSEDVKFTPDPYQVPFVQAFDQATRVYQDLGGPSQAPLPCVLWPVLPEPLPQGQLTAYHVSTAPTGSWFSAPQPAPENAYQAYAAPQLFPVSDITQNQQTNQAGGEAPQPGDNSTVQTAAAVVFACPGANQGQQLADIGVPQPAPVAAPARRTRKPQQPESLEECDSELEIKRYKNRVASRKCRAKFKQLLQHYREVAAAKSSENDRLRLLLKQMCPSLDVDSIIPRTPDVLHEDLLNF
PP5 primary: PP5 (human) phosphatase inhibition | purified PP5c, OMFP substrate fluorescence | P53041 | AID 1987 | 320,000 tested, 0.18% active | inhibition, % at 6.7 µM;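 active means inhibition above the campaign's mean inhibition across all tested compounds plus 3 SD, cut at about 9.5% in these data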;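 further: 0% = DMSO only and 100% = 100 µM cantharidin control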
Target sequence (P53041 whole entry, looked up): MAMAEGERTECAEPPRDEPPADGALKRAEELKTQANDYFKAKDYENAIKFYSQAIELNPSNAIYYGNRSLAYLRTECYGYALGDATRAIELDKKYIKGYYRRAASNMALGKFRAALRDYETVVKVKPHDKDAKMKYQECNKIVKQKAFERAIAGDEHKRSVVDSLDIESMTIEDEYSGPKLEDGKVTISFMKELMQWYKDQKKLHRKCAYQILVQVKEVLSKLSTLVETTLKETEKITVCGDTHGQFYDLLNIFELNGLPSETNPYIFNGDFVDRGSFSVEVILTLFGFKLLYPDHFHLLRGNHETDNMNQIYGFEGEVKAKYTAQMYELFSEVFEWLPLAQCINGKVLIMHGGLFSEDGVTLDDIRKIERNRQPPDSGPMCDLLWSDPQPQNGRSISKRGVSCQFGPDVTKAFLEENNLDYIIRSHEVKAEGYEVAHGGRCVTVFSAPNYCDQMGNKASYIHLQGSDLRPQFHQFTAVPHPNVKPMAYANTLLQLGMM
HCV core dimer: HCV core protein dimerization inhibition; TR-FRET GST/Flag-core106 dimerization, 1536-well; inhibition, % at 5 µM; AID 1899; 300,000 tested, 0.33% active;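 active means inhibition above the mean of all tested compounds plus 3 SD, set per screening campaign, cut at about 45% in these data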
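Material: GST/Flag-tagged HCV core106 proteins. Incubation: 4 h, 22.5 °C incubation. Read-out basis: inhibition (%) from 671 over 617 nm ratio. Measured by: TR-FRET, excitation 340 nm, emission 617 and 671 nm.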
Fh CTSL1 inh: counter-screen for PFM18AAP inhibitors: inhibitors of F. hepatica cathepsin L1 | recombinant F. hepatica cathepsin L1, Z-Leu-Arg-MCA fluorescence | inhibition, % at 5.96 µM | 300,000 tested, 0.49% active;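 active means inhibition above the mean of all tested compounds plus 3 SD, set per screening campaign, cut at about 17% in these data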;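 further: 0% = plate median of test compound wells and 100% = 1 µM Z-Phe-Ala-diazomethylketone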
Numbers without * were called inactive.

What do the screens show for `COc1cc(CNCCSc2nnnn2C)cc(OC)c1OC`?
Efflux pump mplx: -0.3; TPT1 inhibitor: -2; EBNA-1 inh: 5; PREPL inhibitor: 4; PP1 inh: 4; ZTA counter: 15; PP5 primary: 1.1; HCV core dimer: -4; Fh CTSL1 inh: 4

How did COc1ccc(NC(=S)N(CCc2c(C)[nH]c3ccccc23)Cc2ccco2)cc1 do in these assays?
Efflux pump mplx: 0.1; TPT1 inhibitor: 4; EBNA-1 inh: -1; PREPL inhibitor: 0; PP1 inh: 1; ZTA counter: -16; PP5 primary: 2.6; HCV core dimer: 14; Fh CTSL1 inh: -3

What do the screens show for `Cc1ccc(S(=O)(=O)CCC(=O)OCc2nnc(-c3ccccc3Br)o2)cc1`?
Efflux pump mplx: 0.0; PREPL inhibitor: 19; PP1 inh: 0; ZTA counter: 3; PP5 primary: 3.0

Results for CCCC(=O)NC(NC(=S)Nc1c(C)n(C)n(-c2ccccc2)c1=O)C(Cl)(Cl)Cl (stereo not given) ?
Efflux pump mplx: 0.1; TPT1 inhibitor: -3; EBNA-1 inh: 5; PREPL inhibitor: -1; PP1 inh: -1; ZTA counter: 10; PP5 primary: 1.8; HCV core dimer: -1; Fh CTSL1 inh: 1

What do the screens show for `CCC1=Nc2cc(C(=O)NCc3ccco3)ccc2Sc2ccc(C)cc21`?
Efflux pump mplx: 0.1; TPT1 inhibitor: 2; EBNA-1 inh: 8; PREPL inhibitor: -20; PP1 inh: 6; ZTA counter: 11; PP5 primary: 1.9; HCV core dimer: 9; Fh CTSL1 inh: 0

How did CCOC(=O)Cc1csc(NC(=O)CCS(=O)(=O)Cc2ccccc2)n1 do in these assays?
Efflux pump mplx: 0.1; TPT1 inhibitor: 0; EBNA-1 inh: 3; PREPL inhibitor: 1; PP1 inh: -4; ZTA counter: 2; PP5 primary: -1.6; HCV core dimer: 2; Fh CTSL1 inh: -9

What do the screens show for `O=C(COC(=O)c1cccc(O)c1)NCc1ccc2c(c1)OCO2`?
Efflux pump mplx: 0.0; TPT1 inhibitor: -1; EBNA-1 inh: -3; PREPL inhibitor: -11; PP1 inh: -1; ZTA counter: 1; PP5 primary: -1.4; HCV core dimer: 0; Fh CTSL1 inh: -6

Results for COc1cc(C)c(S(=O)(=O)N2CCOCC2)c(C)c1C ?
Efflux pump mplx: 0.2; TPT1 inhibitor: -1; EBNA-1 inh: -6; PREPL inhibitor: 6; PP1 inh: -1; ZTA counter: -11; PP5 primary: 4.6; HCV core dimer: 5; Fh CTSL1 inh: -1

What do the screens show for `CCCc1cc(=O)oc2cc(OC(C)C(=O)NCC3CCC(C(=O)O)CC3)ccc12` (stereo not given)?
Efflux pump mplx: 0.2; TPT1 inhibitor: 0; EBNA-1 inh: -10; PREPL inhibitor: 5; PP1 inh: -2; ZTA counter: 4; PP5 primary: 3.5; HCV core dimer: 1; Fh CTSL1 inh: -2

Results for Cc1ccc(Cl)cc1N(CC(=O)NC1CCCCC1)S(C)(=O)=O ?
Efflux pump mplx: 0.0; TPT1 inhibitor: -1; EBNA-1 inh: -15; PREPL inhibitor: -2; PP1 inh: -2; ZTA counter: -8; PP5 primary: 0.5; HCV core dimer: 1; Fh CTSL1 inh: -2

What do the screens show for `CN(C)c1c(F)cc(C(=O)NCc2ccccc2)cc1F`?
Efflux pump mplx: -0.1; TPT1 inhibitor: -2; EBNA-1 inh: 20; PREPL inhibitor: -1; PP1 inh: -5; ZTA counter: 3; PP5 primary: -1.2; HCV core dimer: 1; Fh CTSL1 inh: 2

How did COc1ccc(-c2cc(C(=O)OCC(=O)NC(C)C)c3ccccc3n2)cc1 do in these assays?
Efflux pump mplx: 0.4; TPT1 inhibitor: 0; EBNA-1 inh: -9; PREPL inhibitor: 15; PP1 inh: 0; ZTA counter: 3; PP5 primary: -1.3; HCV core dimer: 5; Fh CTSL1 inh: -10

Results for CC(=O)Nc1sc(NC(=O)c2ccccc2)nc1-c1cccs1 ?
Efflux pump mplx: -0.1; TPT1 inhibitor: -3; EBNA-1 inh: 19; PREPL inhibitor: 6; PP1 inh: 1; ZTA counter: 17; PP5 primary: 0.8; HCV core dimer: -1; Fh CTSL1 inh: -1

How did CC1(C)Cc2cccc(OCC(=O)N3CCN(c4ccccc4Cl)CC3)c2O1 do in these assays?
Efflux pump mplx: -0.1; TPT1 inhibitor: 2; EBNA-1 inh: 0; PREPL inhibitor: 14; PP1 inh: -2; ZTA counter: 1; PP5 primary: 4.0; HCV core dimer: 4; Fh CTSL1 inh: 2

Results for COc1cnc(-c2ccccn2)nc1Sc1ccccc1Cl ?
Efflux pump mplx: 0.1; TPT1 inhibitor: -1; EBNA-1 inh: -5; PREPL inhibitor: 22; PP1 inh: 47*; ZTA counter: -13; PP5 primary: 6.2; HCV core dimer: 1; Fh CTSL1 inh: 3

What do the screens show for `Cc1cc(C)nc(N(C#N)CN2C(=O)c3ccccc3C2=O)n1`?
Efflux pump mplx: 0.0; TPT1 inhibitor: -4; EBNA-1 inh: 6; PREPL inhibitor: -2; PP1 inh: 0; ZTA counter: 14; PP5 primary: -2.0; HCV core dimer: 0; Fh CTSL1 inh: -1

How did CCn1c(SCC(=O)N/N=C/c2ccc(O)c(OC)c2)nc2ccccc21 do in these assays?
Efflux pump mplx: 0.0; TPT1 inhibitor: -1; EBNA-1 inh: -8; PREPL inhibitor: -7; PP1 inh: -2; ZTA counter: -15; PP5 primary: 3.2; HCV core dimer: -3; Fh CTSL1 inh: -6

What do the screens show for `CN(C)C(CNC(=O)CN1C(=O)NC2(CCc3ccccc32)C1=O)c1ccco1` (stereo not given)?
Efflux pump mplx: -0.1; TPT1 inhibitor: 0; EBNA-1 inh: 8; PREPL inhibitor: 0; PP1 inh: 5; ZTA counter: -4; PP5 primary: 1.4; HCV core dimer: -1; Fh CTSL1 inh: 3

Results for CN(C)C1(CNC(=O)c2cccc(S(=O)(=O)Nc3ccc(Br)cc3)c2)CCCCC1 ?
Efflux pump mplx: -0.1; TPT1 inhibitor: 0; EBNA-1 inh: -1; PREPL inhibitor: 10; PP1 inh: -3; ZTA counter: 6; PP5 primary: -1.9; HCV core dimer: -2; Fh CTSL1 inh: -5

What do the screens show for `Cn1c(N)c(N=Nc2ccc(S(N)(=O)=O)cc2)c(=O)n(C)c1=O`?
Efflux pump mplx: 0.8; TPT1 inhibitor: 1; EBNA-1 inh: -15; PREPL inhibitor: 12; PP1 inh: 3; ZTA counter: -5; PP5 primary: 0.3; HCV core dimer: -7; Fh CTSL1 inh: 8

What do the screens show for `Cc1cccc(C)c1-n1nnnc1S(=O)(=O)Cc1ccccc1Cl`?
Efflux pump mplx: 0.0; TPT1 inhibitor: 1; EBNA-1 inh: 7; PREPL inhibitor: 1; PP1 inh: 2; ZTA counter: -6; PP5 primary: 1.6; HCV core dimer: 1; Fh CTSL1 inh: 0

How did CN(CC(=O)Nc1ccccc1Br)C(=O)c1cccc([N+](=O)[O-])c1 do in these assays?
Efflux pump mplx: 0.0; TPT1 inhibitor: -2; EBNA-1 inh: 4; PREPL inhibitor: 1; PP1 inh: 0; ZTA counter: -8; PP5 primary: -0.1; HCV core dimer: 3; Fh CTSL1 inh: 0

How did Cc1c(OCC(N)=O)ccc2c(-c3ccccc3)cc(=O)oc12 do in these assays?
Efflux pump mplx: -0.1; TPT1 inhibitor: 1; EBNA-1 inh: 5; PREPL inhibitor: -10; PP1 inh: -5; ZTA counter: -1; PP5 primary: 2.5; HCV core dimer: -2; Fh CTSL1 inh: 2

Results for CC(O)CN1CCN(C(=O)CN2C(=O)NC(c3ccccc3)(c3ccccc3)C2=O)CC1 (stereo not given) ?
Efflux pump mplx: -0.1; TPT1 inhibitor: 0; EBNA-1 inh: -14; PREPL inhibitor: -2; PP1 inh: -7; ZTA counter: -14; PP5 primary: 2.9; HCV core dimer: 4; Fh CTSL1 inh: -8

What do the screens show for `O=C(NNC(=O)c1ccccc1-n1cccc1)c1ccc(Cl)cc1Cl`?
Efflux pump mplx: -0.2; TPT1 inhibitor: -7; EBNA-1 inh: 2; PREPL inhibitor: 3; PP1 inh: 1; ZTA counter: 5; PP5 primary: -0.3; HCV core dimer: 1; Fh CTSL1 inh: -2

What do the screens show for `COc1ccccc1-c1c(C)nn2c(C)cc(C)nc12`?
Efflux pump mplx: 0.1; TPT1 inhibitor: 1; EBNA-1 inh: 5; PREPL inhibitor: 3; PP1 inh: -1; ZTA counter: 13; PP5 primary: 2.0; HCV core dimer: -1; Fh CTSL1 inh: 0

What do the screens show for `CCCOc1ccc(CSC(=N)N)cc1C(=O)OC`?
Efflux pump mplx: 0.4; TPT1 inhibitor: 0; EBNA-1 inh: 1; PREPL inhibitor: 9; PP1 inh: -3; ZTA counter: 1; PP5 primary: -1.0; HCV core dimer: -1; Fh CTSL1 inh: 1

How did Cc1cccc(C(C#N)c2ccc(Cl)nn2)c1 (stereo not given) do in these assays?
Efflux pump mplx: -0.1; TPT1 inhibitor: -1; EBNA-1 inh: 0; PREPL inhibitor: 0; PP1 inh: -3; ZTA counter: 0; PP5 primary: 1.5; HCV core dimer: 0; Fh CTSL1 inh: 6

What do the screens show for `Fc1ccccc1/C=N/n1c(-c2cccnc2)n[nH]c1=S`?
Efflux pump mplx: 0.0; TPT1 inhibitor: 1; EBNA-1 inh: -6; PREPL inhibitor: 13; PP1 inh: 2; ZTA counter: 10; PP5 primary: 1.1; HCV core dimer: 5; Fh CTSL1 inh: -4

What do the screens show for `C[C@]12CCC3c4ccc(OCC(=O)O)cc4CCC3C1CCC2=O` (stereo not given in full)?
Efflux pump mplx: 0.2; TPT1 inhibitor: 2; EBNA-1 inh: -15; PREPL inhibitor: 2; PP1 inh: -1; ZTA counter: -8; PP5 primary: 3.5; HCV core dimer: 2; Fh CTSL1 inh: 2

What do the screens show for `O=C(NCCCNC(=O)c1ccccn1)c1ccc(F)cc1`?
Efflux pump mplx: 0.0; TPT1 inhibitor: 6; EBNA-1 inh: 4; PREPL inhibitor: -12; PP1 inh: 3; ZTA counter: -6; PP5 primary: 3.6; HCV core dimer: 3; Fh CTSL1 inh: 0

How did O=C(CNC(=O)c1ccccc1Cl)N/N=C/C=C/c1ccccc1 do in these assays?
Efflux pump mplx: 0.0; TPT1 inhibitor: 1; EBNA-1 inh: -4; PREPL inhibitor: 1; PP1 inh: -2; ZTA counter: -6; PP5 primary: 1.0; HCV core dimer: 0; Fh CTSL1 inh: 1

How did Cc1cc(C(=O)OCC(=O)NC2CCCCC2)c(C)o1 do in these assays?
Efflux pump mplx: 0.0; TPT1 inhibitor: -1; EBNA-1 inh: 8; PREPL inhibitor: 0; PP1 inh: -3; ZTA counter: 10; PP5 primary: -3.8; HCV core dimer: -3; Fh CTSL1 inh: 0

What do the screens show for `Cc1cc(NC(=O)c2c(F)cccc2Cl)no1`?
Efflux pump mplx: -0.1; TPT1 inhibitor: -3; EBNA-1 inh: 9; PREPL inhibitor: -2; PP1 inh: -3; ZTA counter: 10; PP5 primary: 3.6; HCV core dimer: 7; Fh CTSL1 inh: 2

How did CC(=O)Nc1ccc(S(=O)(=O)N2CCN(c3nnnn3-c3ccccc3)CC2)cc1 do in these assays?
Efflux pump mplx: -0.1; TPT1 inhibitor: 7; EBNA-1 inh: -1; PREPL inhibitor: -6; PP1 inh: -4; ZTA counter: 9; PP5 primary: 0.1; HCV core dimer: 1; Fh CTSL1 inh: 5

How did COC(=O)N/N=C/c1cn(Cc2ccccc2F)c2ccccc12 do in these assays?
Efflux pump mplx: 0.1; TPT1 inhibitor: -2; EBNA-1 inh: -4; PREPL inhibitor: 15; PP1 inh: -5; ZTA counter: 6; PP5 primary: 4.2; HCV core dimer: 4; Fh CTSL1 inh: 1

Some of the compounds tested. The share of hits here may be higher or lower than overall.
